Screening data as filed in PubChem.
ARFGAP1 inhibitor: inhibitors of rat ARFGAP1 | 360,000 compounds, 0.26% hits | Arfgap1-stimulated ARF1 GTP hydrolysis, GDP FP detection | inhibition, % at 16.5 µM | Q62848;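 active = inhibition above a per-plate limit, mean inhibition of low control wells plus 3 SD, cut at about 25% in these data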;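 also: 0% = DMSO wells with enzyme and 100% = wells lacking Arfgap1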
Target sequence (Q62848 1-136 limits assumed): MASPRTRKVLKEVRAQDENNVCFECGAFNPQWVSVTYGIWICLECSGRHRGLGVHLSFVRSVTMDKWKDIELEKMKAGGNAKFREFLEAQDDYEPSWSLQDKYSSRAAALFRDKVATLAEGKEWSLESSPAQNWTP
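System: truncated rat Arfgap1 GAP domain / Medium: HEPES-based buffer, pH 7.5 / Also added: N-terminally truncated human ARF1-GTP substrate / Incubation: enzyme reaction 120 min at 25 °C after 20 min preincubation / Measured by: FP of antibody-bound GDP Alexa 633 tracer, ex 620/em 688 nm / Replicates: singlicate, each compound tested once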
ABHD4 inh: inhibits mouse alpha/beta hydrolase domain 4 | Q8VD66 | purified mABHD4, FP-Rh probe fluorescence polarization | inhibition, % at 8.92 µM | 370,000 compounds, 0.54% hits | AID 720543;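 active = inhibition exceeding the mean over every tested compound plus 3 SD, cut at about 30% in these data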;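 also: 0% = plate median of compound wells and 100% = S159A mutant with DMSO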
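Assay system: wild-type mouse ABHD4 protein; compound: single nominal dose of 8.92 µM, 0.89% DMSO final; schedule: 45 min + 60 min at 25 °C; measured by: FP readout, ex 525 nm / em 598 nm; evaluation: % inhibition of FP-Rh probe binding versus controls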
SMARCA2 act: SMARCA2 function activation, primary screen; AID 652017; 370,000 compounds, 1% hits; MG213 cells, MMTV-luciferase reporter, dexamethasone, overnight; activation, % at 9.1 µM; in the data active = activation above about 7.8%;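 also: 0% = vehicle wells and 100% = reference activator wells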
HTRA1 inh: inhibitors of human serine peptidase HTRA1; recombinant HTRA1, FP-rhodamine activity-based probe, fluorescence polarization; Q92743; AID 504803; 340,000 compounds, 0.5% hits; inhibition, % at 5.96 µM; in the data active = inhibition above about 36%;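 also: 0% = enzyme with DMSO and 100% = wells lacking enzyme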
NPR1 activator: GC-A (human) enzyme activation; AID 1671463; activation, % at 10 µM; HEK293 GC-A cells, cGMP TR-FRET, EC30 ANP; 0% at EC30 ANP, 100% saturating ANP; 370,000 compounds, 0.14% hits; P16066; in the data active = activation above about 40%
PG9 binder: small molecules binding HIV-1 gp120 antibody PG9; 360,000 compounds, 0.43% hits; inhibition, % at 6.7 µM; TR-FRET gp120-PG9 antibody binding; in the data active = inhibition above about 8.5%
rCAG RNA binder: molecules binding r(CAG) RNA repeats; inhibition, % at 3 µM; 370,000 compounds, 1.3% hits; r(CAG) RNA repeat, TO-PRO-1 dye displacement fluorescence;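 active = inhibition above the plate cutoff, the mean of all test compounds on that plate plus 3 SD, cut at about 35% in these data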;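 also: 0% = DMSO alone and 100% = 100 µM mitoxantrone as full dye displacement; higher means more dye released from RNA so lower well fluorescence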
NPR2 activator: GC-B (human) receptor activation | 370,000 compounds, 0.11% hits | AID 1920062 | P20594 | activation, % at 10 µM | HEK293-GC-B cells, CNP EC30, cGMP TR-FRET; 0% at EC30 CNP, 100% saturating CNP;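 active = activation at 10 µM reaching about 35% in either raw or pattern-adjusted values, limit read from the data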
ASAP1 inh: ASAP1 ArfGAP inhibition; Q9ULH1; ASAP1-stimulated ARF1 GTP hydrolysis, GDP FP detection; inhibition, % at 16.5 µM; 360,000 compounds, 0.19% hits; in the data active = inhibition above about 25%;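 also: 0% = vehicle with enzyme and substrate and 100% = no enzyme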
NR1D1 modulator: Rev-erb alpha (human) modulation | P20393 | Rev-erbα–FITC-DNA binding, fluorescence polarization, 90 min | activity, % at 10 µM | 370,000 compounds, 0.79% hits;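 active = activity above about 14%, limit read from the data; passing the limit was not always enough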;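 also: 0% = DMSO wells with 35 nM protein and 100% = DMSO wells with 750 nM protein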
Target sequence (P20393 whole entry, looked up): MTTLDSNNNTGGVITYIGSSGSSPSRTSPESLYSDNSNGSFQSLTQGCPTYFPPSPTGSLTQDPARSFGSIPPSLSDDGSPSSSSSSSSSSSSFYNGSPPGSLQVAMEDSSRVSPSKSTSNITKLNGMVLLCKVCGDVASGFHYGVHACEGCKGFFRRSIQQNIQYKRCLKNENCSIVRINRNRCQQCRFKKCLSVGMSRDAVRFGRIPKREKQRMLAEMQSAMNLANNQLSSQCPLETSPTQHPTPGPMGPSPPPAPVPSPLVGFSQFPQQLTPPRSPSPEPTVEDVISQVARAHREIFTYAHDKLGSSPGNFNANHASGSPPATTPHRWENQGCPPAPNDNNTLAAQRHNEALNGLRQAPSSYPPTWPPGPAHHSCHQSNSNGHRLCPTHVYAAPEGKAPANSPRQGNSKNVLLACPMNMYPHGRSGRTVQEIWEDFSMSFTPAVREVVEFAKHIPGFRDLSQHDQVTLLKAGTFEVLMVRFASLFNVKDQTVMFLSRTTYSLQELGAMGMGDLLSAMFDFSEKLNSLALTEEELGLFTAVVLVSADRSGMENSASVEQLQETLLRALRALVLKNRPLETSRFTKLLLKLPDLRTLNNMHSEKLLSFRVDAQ
The depositor's hits bear a star; / = not tested or not shown.

Sample of the layout (two entries):
SMILES	ARFGAP1 inhibitor	ABHD4 inh	SMARCA2 act	HTRA1 inh	NPR1 activator	PG9 binder	rCAG RNA binder	NPR2 activator	ASAP1 inh	NR1D1 modulator
CCn1cc(CNC(=O)/C=C/c2ccc([N+](=O)[O-])cc2)c(C)n1	0	8	-2	-4	2	0.5	-1	3	5	1
COc1cc2c3c(cccc3c1)C(=O)N(CCN1CCCC1)C2=O	-2	8	0	-2	-2	-0.3	12	-3	-3	-33

The list itself, from the start:
SMILES	ARFGAP1 inhibitor	ABHD4 inh	SMARCA2 act	HTRA1 inh	NPR1 activator	PG9 binder	rCAG RNA binder	NPR2 activator	ASAP1 inh	NR1D1 modulator
CCn1cc(CNC(=O)/C=C/c2ccc([N+](=O)[O-])cc2)c(C)n1	0	8	-2	-4	2	0.5	-1	3	5	1
COc1cc2c3c(cccc3c1)C(=O)N(CCN1CCCC1)C2=O	-2	8	0	-2	-2	-0.3	12	-3	-3	-33
O=C(NCc1cccs1)C(=O)NCC1OCCCN1S(=O)(=O)c1cccs1 (configuration not stated)	7	0	0	4	1	-0.8	6	2	-10	5
CC(NC(=O)C1CC1)C(c1cccs1)N1CCOCC1 (configuration not stated)	4	-2	-1	1	0	-1.2	1	-5	-12	0
O=C(CCn1c(=O)sc2ccccc21)NCc1ccccc1	12	3	-2	-4	2	0.5	-1	4	-1	3
Cc1cccc(C2CC(c3ccccc3)=NN2c2ccc(S(N)(=O)=O)cc2)c1 (configuration not stated)	-5	-29	-5	/	2	2.4	11	-2	3	-1
CC(=O)Nc1ccc(NC(=O)C(C)Sc2nc3ccccc3c(=O)n2CC2CCCO2)cc1 (configuration not stated)	2	8	0	-1	0	-0.2	-2	-4	-6	-4
Cn1c(-c2ccc(Cl)cc2)cnc1N	2	13	-3	30	0	-1.6	2	-2	9	-1
COc1ccc(S(=O)(=O)N(C)c2ccc(C(=O)Nc3c(C)n(C)n(-c4ccccc4)c3=O)cc2)cc1	9	7	-2	4	-2	0.5	-6	-6	7	-7
CC(=O)OC(/C(O)=C(\C#N)c1nc2ccccc2[nH]1)c1ccccc1 (configuration not stated)	-7	-5	-4	-5	2	-3.2	9	-2	-13	5
CCC(=O)N(C)C[C@@H]1[C@H](c2ccc(C3=CCCCC3)cc2)[C@H](CO)N1C(=O)CC	/	-2	-1	/	2	/	1	-3	/	4
NC1=NC(=O)/C(=C\c2cccnc2)S1	3	2	-4	-1	0	-0.5	0	8	-5	-1
COc1cccc(NC(=O)CN(C)C(=O)Cc2n[nH]c(=O)c3ccccc23)c1	-4	7	-4	-1	3	-1.2	8	5	0	-6
CCOc1ccc(NC(=S)NC(=O)c2cccnc2)c([N+](=O)[O-])c1	9	-1	0	0	-1	-3.4	6	-1	-8	-1
Cc1ccc(OCC(=O)N[C@@H](C)c2nnc3ccccn23)cc1C	1	-4	-2	5	0	1.1	0	2	4	-3
COc1c(C(=O)Nc2c(C)n(C)n(-c3ccccc3)c2=O)ccc2ccccc12	5	3	0	-3	-2	0.8	-4	3	-5	1
COc1ccc(C(=O)NCCc2cn3ccccc3n2)cc1	2	-1	-5	4	-2	0.9	-2	0	-11	0
Cc1cc(C)c(NC(=O)CSCc2nc3sc(C)c(C)c3c(=O)[nH]2)c(Cl)c1	3	2	0	-3	0	1.1	7	1	7	2
Cc1cccc(NC(=O)c2cccc(S(=O)(=O)N3CCCC3)c2)n1	-15	9	0	5	5	0.9	-4	0	-8	3
C/C(CC1(O)C(=O)Nc2ccccc21)=N\O (configuration not stated)	-6	5	-4	-4	6	1.2	1	-7	-4	2

Part of the list above in order of formula weight, falling.
SMILES	ARFGAP1 inhibitor	ABHD4 inh	SMARCA2 act	HTRA1 inh	NPR1 activator	PG9 binder	rCAG RNA binder	NPR2 activator	ASAP1 inh	NR1D1 modulator
CC(=O)Nc1ccc(NC(=O)C(C)Sc2nc3ccccc3c(=O)n2CC2CCCO2)cc1 (configuration not stated)	2	8	0	-1	0	-0.2	-2	-4	-6	-4
O=C(NCc1cccs1)C(=O)NCC1OCCCN1S(=O)(=O)c1cccs1 (configuration not stated)	7	0	0	4	1	-0.8	6	2	-10	5
Cc1cc(C)c(NC(=O)CSCc2nc3sc(C)c(C)c3c(=O)[nH]2)c(Cl)c1	3	2	0	-3	0	1.1	7	1	7	2
COc1c(C(=O)Nc2c(C)n(C)n(-c3ccccc3)c2=O)ccc2ccccc12	5	3	0	-3	-2	0.8	-4	3	-5	1
CCOc1ccc(NC(=S)NC(=O)c2cccnc2)c([N+](=O)[O-])c1	9	-1	0	0	-1	-3.4	6	-1	-8	-1
Cc1cccc(NC(=O)c2cccc(S(=O)(=O)N3CCCC3)c2)n1	-15	9	0	5	5	0.9	-4	0	-8	3
CC(=O)OC(/C(O)=C(\C#N)c1nc2ccccc2[nH]1)c1ccccc1 (configuration not stated)	-7	-5	-4	-5	2	-3.2	9	-2	-13	5
Cc1ccc(OCC(=O)N[C@@H](C)c2nnc3ccccn23)cc1C	1	-4	-2	5	0	1.1	0	2	4	-3
O=C(CCn1c(=O)sc2ccccc21)NCc1ccccc1	12	3	-2	-4	2	0.5	-1	4	-1	3
COc1ccc(C(=O)NCCc2cn3ccccc3n2)cc1	2	-1	-5	4	-2	0.9	-2	0	-11	0
C/C(CC1(O)C(=O)Nc2ccccc21)=N\O (configuration not stated)	-6	5	-4	-4	6	1.2	1	-7	-4	2
Cn1c(-c2ccc(Cl)cc2)cnc1N	2	13	-3	30	0	-1.6	2	-2	9	-1
NC1=NC(=O)/C(=C\c2cccnc2)S1	3	2	-4	-1	0	-0.5	0	8	-5	-1

The listing continues:
SMILES	ARFGAP1 inhibitor	ABHD4 inh	SMARCA2 act	HTRA1 inh	NPR1 activator	PG9 binder	rCAG RNA binder	NPR2 activator	ASAP1 inh	NR1D1 modulator
O=C(NCCc1ccccc1)c1ccc(NC(=O)C2CCCC2)cc1	-11	3	-1	-1	3	-0.9	2	1	-21	1
O=C(c1ccco1)N1CCN(C(=O)c2cn(-c3ccccc3)nc2-c2ccccc2)CC1	7	2	0	1	-1	-0.3	0	-3	-7	5
Cc1cc(C)cc(NC(=O)CSc2nnc(-c3ccccc3C)o2)c1	1	-1	0	-10	-7	1.2	0	0	-2	2
Cc1ccc(-n2c(SCc3cn4ccsc4n3)nc3ccccc3c2=O)cc1	8	-18	-1	-39	16	-0.6	9	9	12	2
COc1ccc(NS(=O)(=O)c2cn(C)cn2)cc1Cl	-10	4	-1	3	9	-0.9	-3	7	6	6
OC(CN1CCCC(C(F)(F)F)C1)c1ccccc1 (configuration not stated)	12	-3	-2	3	1	-0.8	11	7	3	1
Cc1cc(-c2ccc(S(=O)(=O)NCc3ccc(Cl)cc3)cc2)on1	3	5	1	-6	0	-0.3	4	3	13	1
Cc1cc(C(=O)N2CCN(S(=O)(=O)c3ccccc3)CC2)c(C)o1	9	1	4	4	-2	-3.7	-2	-5	-6	-3
Cc1nnc(SCC(=O)NC(=O)Nc2ccc3c(c2)OCCO3)n1N	7	-12	2	-3	-2	-0.6	-3	4	1	-1
COc1cc(C(=O)OCC(=O)Nc2cccc(S(=O)(=O)N3CCCC3)c2)ccc1OCC(C)C	-8	-21	-3	-28	1	-0.1	7	8	-14	-5
Cc1ccc(-c2cc(C(=O)N3CC(C)OC(C)C3)c3ccccc3n2)o1 (configuration not stated)	1	5	3	0	5	2.6	-2	0	8	-11
CNc1ncnc2c1ncn2[C@H]1CN(CCc2ccccc2)C[C@@H](CO)O1	0	-8	-3	/	2	0.4	3	0	-6	-2
O=C(CN1CCN(S(=O)(=O)c2cccc(F)c2)CC1)NCC1(N2CCOCC2)CCCCC1	-5	-1	-3	9	2	-1.2	0	4	2	6
O=C(CCCN1C(=O)[C@H]2CC=CC[C@H]2C1=O)NCc1nc(-c2ccc(Cl)cc2)no1	4	8	-1	-3	2	1.6	-5	0	-1	4
COc1ccc(S(=O)(=O)N2CCC(C(=O)Nc3cc(Cl)ccc3N3CCOCC3)CC2)cc1OC	-4	0	0	-8	-9	0.5	4	-8	-9	-5
COc1ccc(C2(SCC(N)C(=O)O)c3ccccc3-c3ccccc32)cc1 (configuration not stated)	4	-15	-2	-39	0	0.9	22	-1	-2	-1
CCOC(=O)C1=CCN(S(=O)(=O)c2ccc(C)cc2)[C@H]1c1ccccc1Cl	6	-8	-2	/	-5	0.4	1	-4	-5	1
COc1ccc(C(=O)CSc2nnc(C3CCCCC3)n2N)c(OC)c1	-18	-9	-2	-16	-3	-0.9	0	-1	-8	0
CC(C)(C)c1n[nH]c(=S)n(N)c1=O	-5	-5	-3	2	2	-2.3	2	7	4	5
COc1ccc(Cc2c(C3CCCCC3)nc3c(C)cc(Br)cn23)c(C)c1	-8	11	-2	/	1	0.6	5	2	-4	4
O=C1N=C(N2CCOCC2)SC1=Cc1ccco1	7	24	1	5	-4	-2.0	14	-3	-2	6
COC(=O)CCCCCCCCC(O)CN1CCCCC1 (configuration not stated)	8	-1	-5	2	1	2.2	1	2	-4	5
CC(=O)Nc1ccc2c3c(cccc13)C(=O)N(c1ccccc1)C2=O	8	3	1	1	11	2.6	0	4	-5	-6
Cc1ccc(OCCC(=O)OCC(=O)Nc2c(C)nn(-c3ccccc3)c2C)cc1	-4	1	3	2	0	-0.4	-6	-1	1	-10
CCOC(=O)c1ccc(NC(=O)CCOc2ccccc2)cc1	7	-11	3	-20	1	-0.6	0	5	0	0
C=CCSc1nnc(NC(=O)C2CSC3(C)CCC(=O)N23)s1 (configuration not stated)	-6	-8	-2	-3	3	0.9	3	-4	1	4
Cc1cc(NC(=O)COC(=O)[C@@H]2CCCN2C(=O)c2cccs2)no1	-5	12	-2	1	2	3.1	0	0	9	2
C=CCc1c(C)nc(C)nc1N/N=C/c1ccc(F)cc1	-1	4	-1	-4	-3	-1.3	-1	-6	11	-5
C=CCNC(=O)C1=NN(c2c(F)c(F)cc(F)c2F)C(=O)CC1	-12	7	-2	11	2	-0.7	4	-2	5	-2
Cc1ccc(NS(=O)(=O)c2ccc(/C=C/C(=O)O)cc2)cc1Cl	1	-26	0	-8	3	0.9	10	1	2	3
CCc1cc2cc(C)ccc2nc1SCC(=O)NC1CCCC1	-15	-3	1	-15	-7	0.7	-6	-1	-9	32*
COc1cccc(CNc2ccc3[nH]c(=O)[nH]c3c2)c1OCc1ccccc1Cl	12	12	-2	15	-4	1.1	-4	-9	11	1
CC(C)=CCCC(C)CN1CCC(N2CCC(C(=O)N3CCCC3)CC2)CC1 (configuration not stated)	15	2	1	1	3	-0.5	-10	-3	15	-1
CCNc1nc(Oc2ccc(C(=O)OC)cc2)nc(N2CCOCC2)n1	1	-2	-3	2	-2	0.6	-4	4	-2	2
CCNC(=S)N1C2CCC1CC(NC(=O)NC1CCCCC1)C2 (configuration not stated)	1	3	-1	7	0	-2.0	-3	2	-9	-5
